Screening results from PubChem.
Anesthetic bind = candidate novel general anesthetic via apoferritin binding; 350,000 tested, 0.074% active; apoferritin/1-aminoanthracene competitive binding, fluorescence; AID 485281; Potency, µM (doses to about 77.5 µM), inactives show top-dose activity change, negative = displacement, usual class: inhibitors; P02791; also: potency is read from the fitted curve at half-maximal effect; % is scaled to controls: 0 for no effect and ±100 for the full control effect; nearly all actives have a fitted effect of over 20% in size
Target sequence (P02791 2-175 limits assumed): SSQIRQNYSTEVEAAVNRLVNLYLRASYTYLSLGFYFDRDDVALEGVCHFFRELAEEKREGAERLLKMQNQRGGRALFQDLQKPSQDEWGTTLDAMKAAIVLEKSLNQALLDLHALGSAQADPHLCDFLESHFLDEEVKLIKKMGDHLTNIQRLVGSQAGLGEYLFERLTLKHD
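Apoferritin-based anesthetic binding model; compound displacement of fluorescent 1-AMA measured as endpoint fluorescence after 10 minutes at room temperature, scaled to free-ligand and complex controls.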
Pol kappa inh = blocks human DNA polymerase kappa activity | purified Pol kappa, fluorescent DNA synthesis assay, 10 min | Potency, µM (top dose mostly 107 µM), for the others: at the top dose activity, negative = inhibition, hits mostly inhibitors | Q9UBT6 | 400,000 tested, 0.53% active; also: potency is read from the fitted curve at half-maximal effect; % is scaled to controls: 0 for no effect and ±100 for the full control effect
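Pol kappa 10 nM + cpd, 15 min RT; start w/ substrate 50 nM final; fluorescence kinetic read, 0 and 10 min. Neg ctrl: buffer, no enzyme.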
BLM inh = inhibitors of human Bloom syndrome helicase BLM | recombinant BLM DNA unwinding, fluorescence dequenching | Potency, µM (top dose mostly 56.1 µM), for the others: top-dose activity change, negative = inhibition, usual class: inhibitors | 350,000 tested, 0.2% active | AID 2528;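 also: potency is read from the fitted curve at half-maximal effect; plate controls were vehicle for no effect and no enzyme for full effect; nearly all actives have a fitted effect of over 35% in size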
Pol beta inh = inhibitors of human DNA polymerase beta; AID 485314; P06746; Potency, µM (doses to about 114 µM), inactives show at the highest dose activity change, negative = inhibition, most hits filed as inhibitors; Pol beta primer extension/strand displacement, fluorescence kinetic; 340,000 tested, 1.3% active; also: potency is read from the fitted curve at half-maximal effect; % is scaled to controls: 0 for no effect and ±100 for the full control effect
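Homogeneous kinetic assay of primer extension and strand displacement by 10 nM Pol beta, preincubated 15 min at room temperature with compound before 50 nM substrate (final) was added. Read at 0 and 10 min; four-parameter Hill fit.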
POLH inh = inhibitors of human DNA polymerase eta; Q9Y253; recombinant Pol eta, fluorescent DNA replication assay; Potency, µM (top dose mostly 114 µM), without a hit: top-dose activity change, negative = inhibition, usual class: inhibitors; 390,000 tested, 1.2% active; AID 588591; also: potency is read from the fitted curve at half-maximal effect; % is scaled to controls: 0 for no effect and ±100 for the full control effect
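Pol eta (10 nM) was preincubated with compounds for 15 min at room temperature, after which fluorescent replication substrate (50 nM final) was added to start the reaction. Fluorescence was read kinetically at 0 and 10 min.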
Pol iota inh = inhibitors of human DNA polymerase iota | 390,000 tested, 1% active | Potency, µM (top dose mostly 115 µM), inactives show at the top dose activity, negative = inhibition, hits mostly inhibitors | Pol iota fluorescent replication assay, 10 min; also: potency is read from the fitted curve at half-maximal effect
Target sequence (Q9UNA4 whole entry, looked up): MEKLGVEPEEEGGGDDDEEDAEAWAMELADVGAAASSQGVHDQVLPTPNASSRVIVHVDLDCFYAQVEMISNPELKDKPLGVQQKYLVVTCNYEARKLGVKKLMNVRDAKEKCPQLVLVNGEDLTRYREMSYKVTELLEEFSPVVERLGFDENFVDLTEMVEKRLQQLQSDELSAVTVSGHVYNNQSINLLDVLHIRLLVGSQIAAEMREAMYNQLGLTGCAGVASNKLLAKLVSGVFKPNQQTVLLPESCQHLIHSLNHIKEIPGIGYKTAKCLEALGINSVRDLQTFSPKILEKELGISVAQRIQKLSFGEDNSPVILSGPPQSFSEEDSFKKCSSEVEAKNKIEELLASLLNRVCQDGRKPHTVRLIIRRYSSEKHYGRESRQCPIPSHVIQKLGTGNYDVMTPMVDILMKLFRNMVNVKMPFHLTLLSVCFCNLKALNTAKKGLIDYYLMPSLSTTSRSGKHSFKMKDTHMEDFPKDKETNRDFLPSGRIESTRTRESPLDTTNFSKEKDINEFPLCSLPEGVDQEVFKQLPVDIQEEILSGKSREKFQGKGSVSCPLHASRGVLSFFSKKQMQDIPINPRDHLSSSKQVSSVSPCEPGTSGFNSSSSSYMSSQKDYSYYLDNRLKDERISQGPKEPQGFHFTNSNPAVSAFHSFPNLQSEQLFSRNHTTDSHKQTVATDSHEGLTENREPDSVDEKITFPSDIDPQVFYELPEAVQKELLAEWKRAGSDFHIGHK
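Pol iota at 10 nM preincubated 15 min with compounds at room temperature; reaction started with fluorescent substrate, 50 nM final. Fluorescence read kinetically at 0 and 10 min; buffer-only wells as negative control.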
LDHA inh = LDHA (human) enzyme inhibition | activity change, % (values are at about 110 or 230 µM) | 480,000 tested, 0.15% active | purified LDHA, NADH/diaphorase-resazurin fluorescence; hits give low values | P00338; in the data active = activity change below about -30%; inconclusive = mostly about -25% to -30%;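 also: plate controls were DMSO wells for no effect and wells without enzyme for full effect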
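Enzyme activity of human lactate dehydrogenase 5 (2 nM; 0.06 mM NADH, 0.2 mM pyruvate, 5 min, RT) is measured via a resazurin/diaphorase fluorescence readout of residual NADH.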
APEX1 inh = inhibitors of human APE1 endonuclease. P27695. recombinant APE1, TAMRA/BHQ-2 abasic DNA cleavage fluorescence. Potency, µM (doses to about 65.8 µM), inactives show at the highest dose activity change, negative = inhibition, hits mostly inhibitors. 350,000 tested, 0.35% active;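 also: potency is read from the fitted curve at half-maximal effect; plate controls were vehicle for no effect and reference inhibitor for full effect; nearly all actives have a fitted effect of over 55% in size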
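Measures dequenching upon AP-site incision of a 5'-TAMRA/3'-BHQ-2 THF-containing duplex, 50 nM; human APE1 0.75 nM after 15 min room-temperature exposure to compound; kinetic three-point read at one-minute spacing.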
GRP78 ERSR act = inducers of ER stress response in human glioma cells. U87-MG GRP78 promoter luciferase reporter, 16 h. Potency, µM, for the others: at the top dose activation, usual class: activators. 420,000 tested, 0.02% active. AID 602332; also: potency is read from the fitted curve at half-maximal effect; series mostly up to about 76 µM; % of control where 0% means no effect; nearly all actives have a fitted effect of over 35% in size
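Stably transfected U87-MG human glioma cells carrying a GRP78-based luminescent sensor were seeded at 1000 cells/well, pin-dosed with compounds and incubated 16 h. Luciferase reagent was then added, and end-point luminescence was read after 10 min at room temperature.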
Starred values were filed as active, the others as inactive; ? = inconclusive; . = no result given; & = joins results of further samples; [ ] = dose if it differs, or a comment. Unless noted, calls follow the shape of the dose curve; as a rule, active = well fitted curve in the direction sought with a large enough effect; inconclusive = small, poorly fitted or top-dose-only effect, or another doubt; inactive = no such curve, though single readings can be large; an effect the other way counts as inactive or inconclusive. These rows are one share of the data, so the mix of outcomes need not match the whole.

SMILES | Anesthetic bind | Pol kappa inh | BLM inh | Pol beta inh | POLH inh | Pol iota inh | LDHA inh | APEX1 inh | GRP78 ERSR act
CCCCNC(=S)N(C)/N=C/c1ccc(F)cc1 | 46%[activator] | -18% | -3% | 13% | -23% | 5% | 2 | 1% | -5%
COCC1CCCCN1Cc1cn[nH]c1-c1ccc(OC)cc1OC (stereo unspecified) | -2% | 9% | -2% | 4% | -9% | 46%[activator] | 0 | 5% | -2%
O=C(CN1CCN(c2ccccc2)CC1)N1N=CCC1c1ccccc1 (stereo unspecified) | -12% | -17% | -4% | 21% | -4% | 2% | -4 | 1% | -2%
O=C(Nc1cccc(-c2nc3ccccc3[nH]2)c1)c1ccc(C(=O)Nc2cccc(-c3nc4ccccc4[nH]3)c2)cc1 | ? | 2% | 15% | ? | 3% | ? | -14 | -8% | -2%
COc1ccc(/C=N/NC(=O)c2c(C)nc3ccccn23)cc1[N+](=O)[O-] | -6% | 2% | -1% | -21% | 8% | 20% | -12 | -2% | -3%
COc1ccc(NC(=O)c2cc([N+](=O)[O-])ccc2N2CCCC2)cc1S(N)(=O)=O | . | -4% | . | . | -5% | 21% | -10 | -12% | -4%
Cc1ccc(NC(=O)CN2C(=O)NC(C)(c3ccc(Cl)cc3)C2=O)cc1 (stereo unspecified) | ? | -7% | -4% | 3% | 5% | 30%[activator] | -4 | 1% | 0%
C=CCn1c(SCn2nnc3ccccc3c2=O)nnc1-c1ccc(Br)cc1 | -12% | 5% | -2% | -19% | -16% | 14% | -2 | -8% | 4%
CCCC1=C(C(=O)OCC)C(c2cccs2)n2ncnc2N1 (stereo unspecified) | -13% | -9% | -4% | 23% | -6% | -17% | -6 | 1% | 0%
COc1ccccc1N1CCN(C(c2ccc(Cl)cc2)c2nnc(-c3cccc(F)c3)o2)CC1 (stereo unspecified) | -8% | 0% | -7% | 0% | -21% | 21% | 0 | . | 0%
Cc1ccccc1OCCC(=O)N1CCN(S(=O)(=O)c2ccc(Cl)cc2)CC1 | . | -8% | . | . | -24% | 14% | -7 | -6% | -2%
Cc1ccc(NS(=O)(=O)c2c(C)[nH]c(C)c2C(=O)N2CCCCC2)c(C)c1 | -6% | -9% | -2% | -24% | -10% | 37%[activator] | -3&-2 | 22% | -6%
COc1ccc(C(=O)NC(=S)Nc2ccc3oc(=O)ccc3c2)cc1 | -4% | -9% | -6% | 10% | -7% | 4% | -4 | 12% | -2%
COc1ccc(N2CCN(C(=O)c3cccc4nc(C)oc34)CC2)cc1 | -4% | -2% | -2% | 2% | -11% | 114%[activator] | -8 | 6% | -3%
COc1cccc(C2C=C(c3cccs3)Nc3ncnn32)c1OC (stereo unspecified) | . | -18% | -3% | -5% | -3% | -5% | 4 | -3% | 1%
CCOC(=O)c1c(C)oc2ccc(O)c(CN(C)C)c12 | 5% | -9% | -5% | -29% | -16% | 10% | 4 | 0% | -3%
CCCC(=O)c1ccc(N2CCN(C(=O)c3ccccc3)CC2)c(F)c1 | -5% | -3% | -3% | -2% | -17% | 2% | 1 | -4% | -4%
Cc1ccc(-n2nnnc2SC(C(=O)c2c[nH]c3ccccc23)c2ccccc2)cc1 (stereo unspecified) | -14% | -20% | -8% | 3% | -21% | -2% | -1 | -1% | -6%
O=C(OCC(=O)C12CC3CC(CC(C3)C1)C2)c1ccccc1O | . | -8% | . | . | -2% | -15% | -5 | 18% | -3%
COc1ccccc1C(=O)NCCC(=O)N1CCCC(C(F)(F)F)C1 (stereo unspecified) | . | 3% | . | . | 2% | -5% | -2 | . | -5%
O=C(NCCCc1ccccc1)Nc1cccc(Cl)c1 | -5% | -6% | -12% | -13% | -13% | 10% | -6 | 5% | 1%
CC1CCCCN1C(=O)CSc1nnc(-c2ccco2)n1CC1CCCO1 (stereo unspecified) | -13% | -11% | 1% | 24% | -6% | ? | 1 | 1% | -3%
CCNCCC(CCC(C)C)c1ccc2c(c1)OCO2 (stereo unspecified) | -12% | 3% | 0% | 19% | -10% | 24% | -9 | -5% | -4%
CS(=O)(=O)N1CCN(c2ccccc2NC(=O)c2ccc(Cl)cc2)CC1 | 3% | -1% | 0% | 0% | -2% | 8% | 0 | -2% | -4%
CC(NC(=O)COc1ccccc1-c1ccccc1)c1ccccc1 (stereo unspecified) | -21% | -8% | -15% | 1% | -11% | 23% | 6 | 5% | 0%
O=C(NCCN1CCOCC1)c1cc(-c2ccccc2Cl)nc2ccccc12 | -4% | 1% | 0% | 0% | -14% | 23% | 1 | 23% | -3%
O=C1C=CC(=O)N1c1cccc2cccnc12 | . | 89µM* | . | . | 28µM* | ? | 21 | . | -2%
Brc1cccc2sc(N3CCN(c4ccccc4)CC3)nc12 | 65%[activator] | -2% | -10% | 32% | -10% | 52%[activator] | -9 | -3% | -4%
CCOc1ccccc1NC(=O)Nc1ccc(Cl)cc1 | -19% | -27% | 4% | -2% | -25% | -20% | 1 | 10% | 1%
Cc1cc(C)nc(SCc2nnc(SCC(=O)Nc3ccccc3C)n2Cc2ccco2)n1 | -20% | -29% | -8% | ? | 5% | -12% | -4 | -2% | -3%
CCCCOc1cccc(NC(=O)CSc2nnc(C)s2)c1 | 0% | -17% | -6% | 0% | -5% | -1% | -1 | . | 1%
Nn1c(SCCOc2ccc(Cl)cc2)nnc1-c1cccnc1 | 1% | -10% | 3% | 3% | -1% | 77%[activator] | -6 | 2% | -4%
Oc1ccc(-c2nc3ccccn3c2Nc2ccc3c(c2)OCCO3)cc1 | -3% | -2% | -20% | 2% | -18% | 5% | 6 | . | -5%
CC(O)CNC(=O)c1ccc(-c2nn(C)c(=O)c3ccccc23)cc1 (stereo unspecified) | -12% | -8% | 0% | 0% | -11% | 12% | 9&0 | 0% | -2%
Cc1ccc(C)c(C2C(=O)c3ccccc3C2=O)c1 | -8% | -6% | 0% | 1% | 5% | 6% | -13 | -11%[12.4 µM] | -4%
S=C(NC1CCCCC1)NN1CCOCC1 | -3% | 10% | -6% | 13% | -16% | 11% | -3 | -2% | -1%
O=C(O)CCC(=O)Nc1ccccc1C(=O)NCc1ccco1 | 25% | -3% | 2% | -18% | 10% | 6% | -3 | 2% | -3%
O=C(CCS(=O)(=O)c1cccc2nsnc12)N1CCN(C(=O)c2ccco2)CC1 | -11% | 1% | 0% | -2% | -14% | 1% | -2 | -1% | -3%
Cc1[nH]c2ccccc2c1C(=O)C(=O)NCCCn1ccnc1 | -6% | -10% | 0% | -10% | -8% | 144%[activator] | -12 | -2% | -2%
O=C(COc1ccccc1[N+](=O)[O-])N/N=C/c1ccncc1 | -11% | -3% | 1% | -13% | 2% | 19% | -11 | 2% | 0%
COc1ccc(-n2ncc(C(=O)N3CCOCC3)c2C2CCN(C(=O)OC(C)(C)C)CC2)cc1 | 2% | -16% | 0% | 1% | -7% | -8% | -11 | . | -2%
CCN(CC)C(=O)CSc1n[nH]c(=S)n1N | 10% | 12% | -2% | ? | 25% | ? | 4 | -1% | -3%
Cc1ccccc1C(=O)N1CCC(C(=O)Nc2ccc(S(=O)(=O)N3CCCC3)cc2)CC1 | 2% | 0% | 2% | -4% | 1% | 5% | 2 | -6% | -4%
C[C@]12C(=O)N(c3ccc(F)cc3)C(=O)N1[C@H]1c3ccccc3OC[C@@H]1[C@H]2c1ccccc1 | . | -5% | . | . | -17% | 5% | -7 | -8% | -4%
Cc1ccsc1C(=O)Nc1cccc(S(=O)(=O)N(C)C)c1 | -2% | -16% | 0% | 1% | -17% | 9% | -9 | -6% | -3%
Cc1cc2cc3c(cc2nc1SCC(=O)N1CCN(C(=O)c2ccco2)CC1)OCO3 | -23% | -24% | 2% | ? | 5% | 71µM* | -5 | -7% | 1%
CC(C)[C@H](NC(=O)OCc1ccccc1)C(=O)OCC(=O)NC1(C#N)CCCC1 | -9% | -8% | -3% | 3% | -7% | -20% | 2 | 26% | -2%
CC(=O)Nc1ccc(NC(=O)CCC(=O)OCC(=O)c2ccc(F)cc2)cc1 | -3% | 12% | 1% | 26% | -11% | 7% | -2 | 39% | -4%
O=C(NCc1nc2ccccc2[nH]1)C1=C[C@H](c2coc3ccccc3c2=O)C[C@H](OCCCCO)O1 | . | 13% | . | . | -3% | 27% | 1 | . | -2%
CCN(CC)CCNC(=O)C(C)c1nn(CC)c(=O)c2ccccc12 (stereo unspecified) | -1% | -4% | 4% | 61% | -12% | 4% | -5&-6 | -1% | -4%
Cc1cc([N+](=O)[O-])c(=O)[nH]c1C | . | -5% | . | . | -6% | 4% | 18 | . | -2%
CCc1nnc(NC(=O)[C@@H](NC(=O)c2ccc(C(C)(C)C)cc2)C(C)C)s1 | -13% | -10% | -15% | 28% | -14% | 12% | 0 | -9% | 4%

Quoted at random: six records from the list.
SMILES | Anesthetic bind | Pol kappa inh | BLM inh | Pol beta inh | POLH inh | Pol iota inh | LDHA inh | APEX1 inh | GRP78 ERSR act
CCN(CC)CCNC(=O)C(C)c1nn(CC)c(=O)c2ccccc12 (stereo unspecified) | -1% | -4% | 4% | 61% | -12% | 4% | -5&-6 | -1% | -4%
Cc1cc2cc3c(cc2nc1SCC(=O)N1CCN(C(=O)c2ccco2)CC1)OCO3 | -23% | -24% | 2% | ? | 5% | 71µM* | -5 | -7% | 1%
Cc1ccccc1C(=O)N1CCC(C(=O)Nc2ccc(S(=O)(=O)N3CCCC3)cc2)CC1 | 2% | 0% | 2% | -4% | 1% | 5% | 2 | -6% | -4%
CCc1nnc(NC(=O)[C@@H](NC(=O)c2ccc(C(C)(C)C)cc2)C(C)C)s1 | -13% | -10% | -15% | 28% | -14% | 12% | 0 | -9% | 4%
O=C(NCc1nc2ccccc2[nH]1)C1=C[C@H](c2coc3ccccc3c2=O)C[C@H](OCCCCO)O1 | . | 13% | . | . | -3% | 27% | 1 | . | -2%
Cc1cc([N+](=O)[O-])c(=O)[nH]c1C | . | -5% | . | . | -6% | 4% | 18 | . | -2%
